TWEAK Fn14 block: TWEAK-Fn14 signaling inhibition. 360,000 tested, 2% active. inhibition, % at 10 µM. TWEAK-stimulated Fn14 reporter cells, luciferase luminescence, 8 h; in the data active means inhibition above about 50%
TRPM1 prom inh: reduces MITF-dependent TRPM1 promoter luciferase signal; inhibition, % at 12.5 µM; 330,000 tested, 0.83% active; SK-MEL-5 TRPM1 promoter luciferase, 24 h;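 active means mean inhibition across replicates of 60% or more, whatever share of single replicates reaches that level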; further: values of inactives mirror those of a sister screen read the other way
NR2E3 ag-1: activates human photoreceptor nuclear receptor NR2E3. GST-NR2E3/biotin-RetCOR TR-FRET, 1536-well. inhibition of corepressor binding, % at 4.78 µM. 320,000 tested, 0.12% active. AID 2300;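 active means percent inhibition above the cutoff of mean plus 3 SD of all tested compounds, set per screening campaign, cut at about 20% in these data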;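 further: 0% = DMSO wells and 100% = biotin wells as full block of FRET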
Target sequence (Q9Y5X4 whole entry, looked up): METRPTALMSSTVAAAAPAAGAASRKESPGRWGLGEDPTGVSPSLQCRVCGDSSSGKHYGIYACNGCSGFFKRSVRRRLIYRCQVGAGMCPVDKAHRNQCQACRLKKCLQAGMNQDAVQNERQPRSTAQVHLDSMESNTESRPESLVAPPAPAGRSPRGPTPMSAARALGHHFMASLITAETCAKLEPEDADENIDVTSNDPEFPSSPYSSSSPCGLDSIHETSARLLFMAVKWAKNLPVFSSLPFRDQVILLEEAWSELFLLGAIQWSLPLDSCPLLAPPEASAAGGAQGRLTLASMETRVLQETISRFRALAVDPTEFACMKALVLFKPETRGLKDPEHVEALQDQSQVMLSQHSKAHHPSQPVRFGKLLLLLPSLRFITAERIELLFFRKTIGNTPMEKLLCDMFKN
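Material: NR2E3–RetCOR corepressor complex / Incubation: Compound–protein incubation for 5 h at 4 °C / Dosing: compound at 4.8 µM, single dose / Detection: time-resolved FRET / Benchmarks: high control biotin, low control 0.6% DMSO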
Shn3 inh set2: Schnurri-3 reporter inhibition in Clone20 osteoblasts; Clone20 osteoblast Shn3 3'UTR firefly luciferase, 24 h; inhibition, % at 12.5 µM; 360,000 tested, 0.52% active; AID 588674;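 active means mean inhibition of at least 75% with every replicate also reaching 75%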;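 further: 0% = median of neutral control wells and 100% = pilot-screen positive control compound; some compounds past the cut are filed as inactive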
KKLEB cytotox: counter-screen for CF NF-kB inhibitors: cytotoxicity; 360,000 tested, 0.36% active; activity change (cytotoxicity), % at 5 µM; KKLEB CF airway cells viability, ATPlite luminescence, overnight; stronger effect = lower value; cells stimulated with P. aeruginosa culture filtrate;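 active means corrected activity change at or below -50% at 5 µM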
CF NFkB block: blocks PAF-induced NF-kB reporter in cystic fibrosis cells; KKLEB NF-kB-GFP reporter, GFP fluorescence overnight; inhibition, % at 5 µM; 360,000 tested, 0.86% active;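 active means at least 50% inhibition at 5 µM, scaled per plate between neutral and stimulator controls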;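 further: PAF is a Pseudomonas aeruginosa culture filtrate used as stimulus; plate controls were PAF-stimulated DMSO wells for no effect and unstimulated DMSO wells for full effect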
aDG glyco act: increases alpha dystroglycan glycosylation; Pro5-aDG cells, alpha-DG glycosylation AlphaScreen (IIH6); 0% Pro5, 100% B10-LARGE cell signal; activation, % at 10 µM; 360,000 tested, 0.22% active; AID 624168;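 active means activation of at least 8% versus controls, or a plate z-score of at least 8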;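 further: Pro5 are CHO cells carrying HIG-tagged alpha-DG that lacks glycosylation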
iPSC survival up: enhancers of human iPSC single-cell survival. AID 602274. hiPSC single-cell survival, ATPlite luminescence; 100% = ROCK inhibitor wells, 0% = DMSO. 360,000 tested, 0.044% active. survival enhancement, % at 20 µM; in the data active means survival enhancement above about 18%;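 further: cells exposed to compounds for 16 hours before the ATP read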
NR2E3 ag-2: human photoreceptor-specific nuclear receptor agonism; Q9Y5X4; CHO-S Gal4-NCOR/VP16-NR2E3 two-hybrid, luciferase; inhibition of corepressor binding, % at 3.98 µM; 360,000 tested, 0.35% active; AID 602229;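 active means inhibition above the mean of all tested compounds plus 3 SD, cut at about 70% in these data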;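 further: 0% = DMSO with NR2E3 transfected cells and 100% = cells lacking NR2E3 construct; higher means lower luciferase signal from less NR2E3 corepressor binding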
Peg3 prom inh: inhibitors of Peg3 promoter; HeLa PEG-Prom luciferase reporter, luminescence, overnight; inhibition, % at 20 µM; 360,000 tested, 1.7% active; AID 588405;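 active means inhibition of at least 50% at 20 µM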
HIF-2a block: HIF-2a inhibition. 786-0 RCC cells HIF-2a reporter, luciferase luminescence, overnight. inhibition, % at 18.8 µM. 360,000 tested, 0.72% active. AID 624352;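 active means inhibition of the luminescence signal of 40% or more relative to plate controls, in a single-dose primary screen at 18.75 µM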
* hit, by the source's call; · = no result given.

structure | CF NFkB block | HIF-2a block | TWEAK Fn14 block | iPSC survival up | aDG glyco act | Peg3 prom inh | KKLEB cytotox | NR2E3 ag-2 | Shn3 inh set2 | NR2E3 ag-1 | TRPM1 prom inh
Nc1nc(N2CCOCC2)nc2ccccc12 | -10.7 | -5.1 | -17.6 | 7.0 | -0.1 | -8.2 | 11.2 | 9.8 | -21.7 | 2.6 | 4.7
C/C=C/c1ccc(OCC(=O)OCc2csc(CC(=O)Nc3ccccc3C)n2)c(OC)c1 | -9.3 | 9.7 | -3.1 | -0.4 | -0.1 | 1.3 | 9.0 | -21.5 | -3.3 | 0.5 | 1.0
CC(C)(C)OC(=O)N1CCOCCOCCN(C(=O)OC(C)(C)C)CCOCCOCC1 | 5.2 | -0.3 | -7.9 | 5.8 | 0.1 | 8.6 | 3.8 | 14.0 | -13.7 | -0.6 | 1.7
Cc1ccc2c(CN3CCN(Cc4ccccc4)CC3)cc(=O)oc2c1 | 21.0 | 14.9 | 4.2 | -0.4 | 0.0 | -5.8 | -21.5 | 7.2 | 8.6 | 3.4 | 0.1
CCOc1ccc(C(=O)Nc2ccc3c(c2)OCCO3)cc1OC | 3.0 | -225.0 | -22.9 | 2.7 | -0.1 | -176.0 | 16.7 | -46.6 | -17.0 | 1.9 | -37.6
CCOC(=O)N1CCN(C(=O)c2cnc3n(c2=O)CCS3)CC1 | 5.3 | 18.3 | 5.4 | 3.2 | -0.2 | 8.1 | -7.7 | -10.3 | -2.5 | 2.6 | -3.9
COc1ccc(C(=O)N2CCN=C2SCc2cccnc2)c(OC)c1 | 14.2 | 11.2 | -7.5 | 2.8 | 0.2 | 0.3 | -4.9 | -49.9 | 0.6 | 5.0 | 7.1
COC(=O)c1c(C)nc2nonc2c1N | -0.4 | 13.6 | 4.3 | -1.0 | -0.1 | 6.8 | 4.5 | -24.8 | 1.3 | 8.4 | -3.0
COc1ccc(NC(=O)CN(C)C(=O)CCCN2C(=O)c3cccc4cccc(c34)C2=O)cc1 | -35.8 | -46.3 | -23.8 | -0.3 | -0.2 | -41.5 | 10.3 | 5.4 | 3.1 | -0.9 | -11.4
CCC(Cc1ccccc1)NC(=O)C1CCCCC1 (centres undefined) | 7.3 | 6.2 | 9.2 | -0.3 | 0.0 | 5.0 | -11.1 | 11.2 | -1.3 | -0.8 | 7.0
Cc1c(C(=O)NCc2cccnc2)oc2ccc(S(=O)(=O)N3CCC4(CC3)OCCO4)cc12 | -5.1 | 12.2 | -16.7 | -1.4 | -0.1 | 26.9 | 3.5 | -3.2 | 17.9 | -1.4 | 9.2
COc1ccc2c(CN3CCN(S(=O)(=O)c4cccs4)CC3)cc(=O)oc2c1 | 8.5 | -6.3 | 17.9 | -0.1 | 0.2 | 0.0 | -7.3 | -15.4 | 12.0 | -0.6 | -4.0
CCOc1ccc(/C=N/Nc2cc(N3CCOCC3)ncn2)c(O)c1 | -19.1 | -8.0 | -11.2 | -3.4 | 0.2 | 34.4 | -1.1 | 18.8 | 92.5* | · | ·
Cc1cc(C)cc(NC(=O)N2CCCC2C(=O)Nc2ccc(-n3cnnn3)cc2)c1 (centres undefined) | 4.8 | 11.1 | 4.1 | 11.2 | -0.1 | 7.8 | -10.1 | -2.6 | 15.4 | 3.1 | -4.8
CCN(CC(=O)Nc1cc(C)on1)CC(=O)Nc1ccccc1C(F)(F)F | 0.3 | 12.2 | -1.8 | 0.0 | 0.7 | 20.8 | 1.3 | -9.2 | -41.4 | 1.1 | -6.7
CC1(C)CC(=O)C2=C(C1)N(Cc1cccnc1)C(=O)C2(NC(=O)C1CC1)C(F)(F)F (centres undefined) | 18.7 | 1.9 | -4.3 | -2.0 | -0.1 | 27.2 | -11.2 | -3.0 | 10.2 | -1.1 | 14.2
CCCCn1c(NC(C)CC)nc2c1c(=O)[nH]c(=O)n2C (centres undefined) | -10.8 | 10.9 | -4.7 | 1.0 | -0.2 | 5.3 | 0.6 | -0.7 | 18.5 | -1.5 | -1.5
Cc1ccc(CNc2ncccc2-c2nc3cc(Cl)ccc3o2)cc1 | -6.2 | -22.1 | 10.3 | -0.1 | 0.2 | -22.3 | 7.4 | -9.2 | 11.6 | -0.2 | 8.8
CSc1ccc(-c2nc(CSCC(=O)NC3CC3)c(C)o2)cc1 | -37.2 | -63.2 | -0.3 | 0.9 | -0.1 | -77.5 | -0.9 | 99.8* | 11.5 | 3.7 | -13.4
Cc1cccc(C(=O)N/N=C/c2cc(Br)c(Br)o2)c1 | -1.2 | -167.7 | -13.2 | -0.1 | -0.2 | -78.1 | 3.8 | -24.7 | -5.4 | -3.8 | -28.5

Additional results follow:
structure | CF NFkB block | HIF-2a block | TWEAK Fn14 block | iPSC survival up | aDG glyco act | Peg3 prom inh | KKLEB cytotox | NR2E3 ag-2 | Shn3 inh set2 | NR2E3 ag-1 | TRPM1 prom inh
COc1ccc(F)cc1CN1CCN(C(=O)CCC(=O)Nc2nnc(C(C)C)s2)CC1 | -0.4 | 2.2 | -1.7 | 2.1 | 0.2 | 1.7 | -3.0 | -13.9 | 2.6 | 0.1 | -3.4
Cc1cc(=O)[nH]c2c(C)cc(S(=O)(=O)N3CCCCC3)cc12 | -75.6 | -16.8 | 15.3 | -0.5 | -0.1 | -12.8 | -3.8 | -1.7 | -3.8 | · | -0.8
CCCCCOc1ccc(C(=O)CCC(=O)NC(C)c2ccc(S(N)(=O)=O)cc2)cc1 (centres undefined) | -7.3 | -5.5 | 22.5 | -1.0 | 0.1 | -13.3 | -6.0 | -37.6 | 7.0 | · | 10.1
COc1ccc(-n2ccc(=O)c(C(=O)O)n2)cc1 | 9.2 | 12.6 | -0.6 | 0.2 | 0.1 | 13.3 | -7.2 | -34.4 | 5.2 | -1.2 | ·
Cc1onc(C(=O)Nc2sc3c(c2C#N)CCCC3)c1[N+](=O)[O-] | -3.6 | -42.0 | -2.7 | 3.0 | -0.1 | -28.5 | 9.6 | -47.7 | -6.0 | 2.9 | -6.5
Cc1ccc(OCCC(=O)OC(C)C(=O)Nc2c(C)n(C)n(-c3ccccc3)c2=O)cc1 (centres undefined) | 4.4 | 7.6 | 2.1 | -0.5 | 0.7 | -8.4 | -4.0 | 16.3 | -4.2 | -4.1 | 14.1
O=C(NCc1nnc(SCC(=O)N2CCc3ccccc32)o1)c1cccs1 | -3.6 | 0.0 | 5.5 | -3.1 | 0.0 | -6.8 | 4.1 | -6.1 | 10.0 | 4.3 | -4.1
Cc1ccc(NCc2ccc(Cl)nc2)c(NCc2ccc(Cl)nc2)c1 | -8.6 | 7.4 | -23.6 | -2.5 | 0.1 | 10.6 | 2.5 | 1.3 | 3.2 | 3.0 | 7.9
N#Cc1ccc(Oc2cccc(C(=O)O)c2)cc1C#N | 4.4 | 13.0 | 9.0 | 3.1 | 2.1 | 9.9 | 1.8 | 2.2 | -14.2 | 0.3 | 11.1
Cc1ccc(OCc2cc(C(=O)N3CCN(CC(=O)NC(C)C)CC3)no2)cn1 | 2.2 | -4.3 | -15.7 | -0.5 | -0.2 | -0.7 | 8.0 | -6.2 | -21.2 | 1.3 | 6.5
O=C(OCc1nc2ccccc2[n+]([O-])c1C(=O)c1ccccc1)c1cccnc1 | -3.5 | 9.4 | 10.4 | -0.7 | -0.2 | 8.6 | 7.6 | -5.2 | 14.5 | -0.3 | 17.2
N/C(=N\OC(=O)c1ccccc1)c1ccccn1 | -3.3 | -44.2 | 96.3* | -2.5 | 0.0 | 95.3* | -0.1 | -131.7 | 22.7 | 4.3 | 56.0
CN(C)CCNc1nc2c(c(=O)[nH]c(=O)n2C)n1CCOc1ccccc1 | -11.0 | 8.5 | -26.1 | -0.4 | 0.0 | 8.6 | -1.4 | -0.8 | -8.4 | 0.4 | -39.1
CCS(=O)(=O)Nc1ccc2c(c1)OCO2 | -8.5 | -23.4 | -6.9 | -0.6 | -0.4 | -9.6 | 3.9 | -1.5 | -9.0 | 2.5 | -10.6
COc1ccc2nc3n(c(=O)c2c1)-c1ccc(Cl)cc1C(=O)NC3Cc1ccc(O)cc1 (centres undefined) | -9.8 | 10.0 | -14.8 | -1.6 | 1.0 | 4.6 | 3.6 | 0.7 | -16.7 | · | 1.5
O=C1Nc2cc(C(=O)NCCCN3CCCC3)ccc2S/C1=C\c1ccccc1 | 6.4 | -4.1 | -9.0 | -0.4 | 0.4 | 90.9* | -11.1 | -26.7 | -24.6 | -4.5 | 96.0*
C/C(=C\C(=O)c1ccccc1)Nc1ccc(O)cc1 | -21.3 | -242.1 | 1.1 | 0.2 | 0.7 | -361.7 | -4.6 | -38.0 | -29.4 | -4.3 | -40.3
CC1CC(C)CN(S(=O)(=O)c2cccc(C(=O)N3CCN(c4ccc(F)cc4)CC3)c2)C1 (centres undefined) | 20.9 | 4.2 | 5.2 | -1.4 | 0.2 | 4.4 | 14.7 | -9.2 | 13.3 | -0.1 | 20.9
CNc1cnc(-c2cc(OC)c(OC)c(OC)c2)cn1 | -23.1 | -15.3 | -0.6 | -3.4 | -0.2 | -13.3 | 11.8 | 8.7 | 9.5 | · | ·
CCc1nc2ccc(C(=O)NCCNC(C)=O)cn2c1N(C)CCCc1ccccc1 | 11.3 | -1.9 | 0.4 | -1.8 | -0.1 | 10.8 | -11.1 | -0.1 | -2.2 | · | ·

5 of the compounds above, with values under each structure.
Fields: CF NFkB block | HIF-2a block | TWEAK Fn14 block | iPSC survival up | aDG glyco act | Peg3 prom inh | KKLEB cytotox | NR2E3 ag-2 | Shn3 inh set2 | NR2E3 ag-1 | TRPM1 prom inh
Cc1ccc(OCc2cc(C(=O)N3CCN(CC(=O)NC(C)C)CC3)no2)cn1
 : 2.2 | -4.3 | -15.7 | -0.5 | -0.2 | -0.7 | 8.0 | -6.2 | -21.2 | 1.3 | 6.5
O=C(OCc1nc2ccccc2[n+]([O-])c1C(=O)c1ccccc1)c1cccnc1
 : -3.5 | 9.4 | 10.4 | -0.7 | -0.2 | 8.6 | 7.6 | -5.2 | 14.5 | -0.3 | 17.2
N/C(=N\OC(=O)c1ccccc1)c1ccccn1
 : -3.3 | -44.2 | 96.3* | -2.5 | 0.0 | 95.3* | -0.1 | -131.7 | 22.7 | 4.3 | 56.0
CN(C)CCNc1nc2c(c(=O)[nH]c(=O)n2C)n1CCOc1ccccc1
 : -11.0 | 8.5 | -26.1 | -0.4 | 0.0 | 8.6 | -1.4 | -0.8 | -8.4 | 0.4 | -39.1
CCS(=O)(=O)Nc1ccc2c(c1)OCO2
 : -8.5 | -23.4 | -6.9 | -0.6 | -0.4 | -9.6 | 3.9 | -1.5 | -9.0 | 2.5 | -10.6
